Screens as filed in PubChem BioAssay.
14-3-3 PPI = alters human 14-3-3 gamma binding to Raf peptide. P61981. actives 0.19% (n = 160,000). FP, 14-3-3gamma / TMR-pS259-Raf peptide binding. inhibition, % at 40 µM; in the data active = inhibition above about 30%;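 note: 0% = protein plus tracer without compound and 100% = blank with tracer alone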
Target sequence (P61981 whole entry, looked up): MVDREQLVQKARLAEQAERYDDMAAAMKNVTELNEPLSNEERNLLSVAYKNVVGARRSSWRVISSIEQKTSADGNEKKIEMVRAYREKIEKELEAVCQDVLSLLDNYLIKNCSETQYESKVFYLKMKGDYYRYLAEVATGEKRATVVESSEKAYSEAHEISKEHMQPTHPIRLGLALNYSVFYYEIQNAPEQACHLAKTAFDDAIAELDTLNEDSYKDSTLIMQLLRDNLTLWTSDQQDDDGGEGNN
Starred values were filed as active, the others as inactive; & = joins results of further samples. Only part of the results is shown; the hit share may differ from the screen's.

entry	SMILES	14-3-3 PPI
1	O=C(Nc1ccccc1C(F)(F)F)c1c(O)c2cccc3c2n(c1=O)CC3	0
2	O=S1(=O)C(CCCl)=C(Cl)c2ccc(F)cc21	0
3	CCOC(=O)CSc1nc(N)nc(C)c1Br	8
4	COc1ccc(NC(=O)C2CC(=O)N(c3ccc(OC(C)C)cc3)C2)cc1 (centres undefined)	4
5	Fc1ccc(-c2csc3ncnc(N4CCN(c5ccccn5)CC4)c23)cc1	-4
6	CCc1nc(SCC(=O)NCCc2ccc(OC)c(OC)c2)c2c(=O)n(C)c(=O)n(C)c2n1	-6
7	CC(=O)Nc1no[n+]([O-])c1C(N)=O	-4
8	O=C(O)C1C2C=CC(C2)C1C(=O)N1CCN(C/C=C/c2ccccc2)CC1 (centres undefined)	11
9	CN(C)CCNC(=O)CCC1=NS(=O)(=O)c2ccccc2N1	-13
10	O=S(=O)(c1cccc2nonc12)N1CCCCCC1	-2
11	CC(C)NC(=O)c1cccn2c(=O)c3sccc3nc12	-12
12	Cc1ccc(CSC2=Nc3ccccc3C3=NC(CCC(=O)NCc4ccco4)C(=O)N23)cc1 (centres undefined)	3
13	COc1ccc(-c2nc(SCC(=O)NCc3ccco3)c(-c3ccccc3)[nH]2)cc1OC	-5
14	COC(=O)c1ccc(OC(=O)CN2C(=O)C(=O)N(C)C2=O)cc1	-8
15	CCCCCCC(=O)N(O)C1CC(=O)N(Cc2ccccc2)C1=O (centres undefined)	-7

Structures listed so far that have a thiophene ring, fused or not:
entry	SMILES	14-3-3 PPI
5	Fc1ccc(-c2csc3ncnc(N4CCN(c5ccccn5)CC4)c23)cc1	-4
11	CC(C)NC(=O)c1cccn2c(=O)c3sccc3nc12	-12

(listing goes on)
entry	SMILES	14-3-3 PPI
16	CC1N=C2c3ccccc3N=C(SCc3cccc([N+](=O)[O-])c3)N2C1=O (centres undefined)	-10
17	O=C(OCC#CCS(=O)(=O)c1ccc2ccccc2c1)c1ccc(Br)cc1	-69
18	CCOC(=O)C1=C(N)OC2=C(C(=O)CC(C)(C)C2)C1c1cc([N+](=O)[O-])c(C)s1 (centres undefined)	-21
19	CC(=O)N1c2ccc(S(=O)(=O)N3CCN(c4cc(C)ccc4C)CC3)cc2CC1C (centres undefined)	-11
20	O=C(O)C1C2C=CC(C2)C1C(=O)N1CCOCC1 (centres undefined)	5&21
21	Oc1ccc(Cn2cc[nH]c2=S)cc1	-3
22	CCC1CCCCN1Cc1nc2c(c(=O)n(C)c(=O)n2C)n1CCCc1ccccc1 (centres undefined)	0
23	Cc1cccn2c(=O)c3cc(C(=O)NC4CCSC4=O)sc3nc12 (centres undefined)	-5
24	COCCN1Cc2cccc(C(=O)Nc3ccccc3OC)c2C1=O	-4
25	O=C(Nc1cc2c(cc1C(=O)c1ccc(Br)cc1)OCCO2)c1ccc(Cl)cc1	6
26	Cc1n[nH]c(C)c1Sc1ccccc1N=Cc1cc(Cl)cc([N+](=O)[O-])c1O	-31
27	COc1ccc(-c2nc3cc(C)ccc3o2)cc1NC(=O)c1cccc(Br)c1	-85
28	O=S(=O)(c1cccc2nsnc12)N(CCc1ccccc1)Cc1ccccc1	1
29	CCC(CC)C(=O)N1c2ccccc2C(C)(c2ccccc2)CC1(C)C (centres undefined)	-13
30	N#Cc1c(N)nc(SCC(=O)c2ccc(F)cc2)c(C#N)c1-c1ccc(O)cc1	-9
31	O=C(NCc1ccco1)c1nnc(Cc2ccc(F)cc2)o1	3
32	Cc1cccc(C)c1NC(=O)C(c1ccc(Cl)cc1)N1C(=O)CC1c1ccc(OC(C)C)cc1 (centres undefined)	-2
33	c1ccc(C(c2ccccc2)N2CCN(Cc3nnnn3C3CCCC3)CC2)cc1	-2
34	COC(=O)c1nnn(-c2nonc2N)c1CSc1ccc(Cl)cc1	-1
35	CCc1cc2cc3c(cc2nc1SCC(=O)N1CCN(C(=O)c2ccco2)CC1)OCO3	-8
36	c1csc(-c2nn[nH]n2)c1	-7
37	Cc1cccc(Cc2c(C)nc3nc(SCC(=O)NCc4ccccc4Cl)nn3c2C)c1	-3
38	COc1cccc2sc(NC(=O)c3cccc([N+](=O)[O-])c3)nc12	8
39	COc1ccc(-c2cc(C(=O)NCc3cccnc3)c3cc(C(C)C)ccc3n2)cc1	-15
40	COc1cccc(CNc2ccc(F)c(Cl)c2)c1O	-1
41	COCCNC(=O)c1cc(-c2ccco2)on1	-8
42	CC(=O)c1cc2c(cc1NC(=O)CN1CCN(C(=O)c3ccco3)CC1)OCO2	0
43	COC(=O)C1=CN(Cc2ccc(OC)c(OC)c2)C=C(C(=O)OC)C1c1ccc2c(c1)OCO2	5
44	COc1cccc2cc(-c3nc4ccccc4[nH]3)c(=Nc3cccc(C)c3)oc12	-6
45	COc1ccccc1N1CCN(C(=O)c2ccc(NC(C)=O)cc2)CC1	-7
46	O=C(c1cc2nc(C3CC3)cc(C(F)(F)F)n2n1)N1CCCC1	-7
47	COc1ccc(-n2c(N3CCN(C)CC3)nc3sc4c(c3c2=O)CCCCC4)cc1	-6
48	CC1CCCN(CCCNC(=O)c2cc(Sc3ccc(F)cc3)nc3ccccc23)C1 (centres undefined)	-15
49	O=C(COc1ccccc1)Nc1ccccc1C(=O)NCc1ccco1	5
50	COC(=O)c1ccc(N2C(=O)CSC2c2ccc(F)cc2)cc1 (centres undefined)	6
51	O=C(Nc1ccc([N+](=O)[O-])cc1Br)c1ccncc1	-2
52	COCCOC(=O)c1ccc(NC(=O)c2ccc(C(C)(C)C)cc2)cc1	-5
53	Cc1ccc(OCC(=O)Nc2nnc(C(C)C)s2)c(C)c1	-1
54	COc1ccc(Br)cc1CNCc1cccc(OC)c1OC	-8
55	O=C(O)CCN1C(=O)C2C3C=CC(C3)C2C1=O (centres undefined)	-3&4
56	CC(C)Cn1c2c(c(O)c(C(=O)Nc3nccs3)c1=O)CCCC2	-6
57	CCOC(=O)N1CCC(NC(=O)Cn2cccc2C(=O)c2ccccc2)CC1	-11
58	CC1(C)Cc2ccccc2-c2nnc(SCC(=O)N3CCc4ccccc43)n21	-7
59	O=C(C1=C(O)C(=O)N(CCCN2CCOCC2)C1c1ccccc1)c1cccs1 (centres undefined)	-6
60	O=C(CSCc1ccccc1Cl)NCCc1ccc(Cl)cc1	-5
61	COc1ccc2nc(SCC(=O)Nc3ccc(C#N)cc3)[nH]c2c1	1
62	Cc1ccc(S(=O)(=O)Nc2nc3ccccc3nc2Nc2ccc(C)cc2C)cc1	-3
63	Cc1nc(SCC(=O)c2ccc(F)cc2)c2cc(-c3ccccc3)sc2n1	-23
64	N#CCSc1nnc(Cc2cccs2)n1C1CCCCC1	-17
65	O=C(NC(C(=O)O)C12CC3CC(CC(C3)C1)C2)c1ccc([N+](=O)[O-])cc1 (centres undefined)	0
66	CC(=O)Oc1ccc2c3c(c(=O)oc2c1C)CCC3	-15
67	CCCOC(=O)C(CC)Sc1ncnc2sc3c(c12)CCCC3 (centres undefined)	-11
68	CCC(Sc1nc2ccccc2c2nc(C)nn12)C(=O)N1CCOCC1 (centres undefined)	-3
69	COC(=O)c1c(NC(=O)COC(=O)Cn2cnc3ccccc32)sc(C)c1C	-6
70	CN1C(=O)C(O)(CC(=O)c2cccnc2)c2ccccc21 (centres undefined)	2
71	Cc1ccccc1-n1nc2c(c1NC(=O)C1CCCCC1)CSC2	-4
72	CCCCn1c(C(C)NC(=O)COC)nc2ccccc21 (centres undefined)	-5
73	O=C(O)CC(C(=O)NC1CCCCC1)C1CCCO1 (centres undefined)	5
74	O=C(Nc1ccc(-c2nc3ccccc3s2)c(O)c1)c1ccc([N+](=O)[O-])o1	-14
75	CCCc1cc(=O)n2[nH]c(-c3cc(OC)c(OC)c(OC)c3)nc2n1	-21

The list continues.
entry	SMILES	14-3-3 PPI
76	O=S(=O)(NC1CC1)c1ccc(S(=O)(=O)N2CCN3CCCC3C2)cc1 (centres undefined)	-8
77	CCOC(=O)c1c(C)n(C)c2cc(Br)c(C)cc12	-13
78	Cc1ccc(-c2cccc(=O)o2)cc1	-7
79	CC1=C(C(=O)OCC2CCCO2)C(c2ccccc2OC(C)C)C2=C(CC(c3ccco3)CC2=O)N1 (centres undefined)	-5
80	COCCN1C(=O)c2ccccc2C(C(=O)N(C)Cc2ccccc2)C1c1cn(C)c2ccccc12 (centres undefined)	6
81	CCC(C)n1c(=S)[nH]c2ccccc2c1=O (centres undefined)	-4
82	Cc1ccc(C2CC(c3cccs3)=NN2C(=O)CSC2=NN3CCCC(=O)N=C3S2)cc1 (centres undefined)	-6
83	Cc1ccc(C(=O)Cn2nnc(-c3ccccc3-n3cnnn3)n2)cc1	5
84	COc1cc2c(cc1OC)CN(Cc1ccc(OC)c(C)c1OC)CC2	-1
85	COc1cc(OC)c(Nc2nc(-c3ccc(OC)c(OC)c3)nc3ccccc23)cc1Cl	5
86	CC1=CC(C)(C)N(C(=O)CCN2C(=O)c3ccccc3C2=O)c2ccc(OC(=O)CCN3C(=O)c4ccccc4C3=O)cc21	-1
87	C=CCn1c(=S)[nH]c2cc(C(=O)NCCSCc3ccccc3)ccc2c1=O	-2
88	O=c1c2cn[nH]c2nc(SCc2ccccc2Cl)n1-c1ccc(Br)cc1	0
89	COc1ccc2nc3c(cc2c1)c(NC(=O)C1CCCO1)nn3CC(C)C (centres undefined)	-10
90	N/C(Cn1nnc(-c2ccccc2)n1)=N\O	3
91	O=C(NCCSCc1ccco1)Nc1cccc(Cl)c1	-1
92	CCOC(=O)N1CCC(c2nc3ccccc3[nH]2)CC1	-27
93	COc1ccc(NC(=O)CN(C)S(=O)(=O)c2cccs2)cc1OC	-10
94	CCN1CCN(C(=O)c2cc3c(=O)n4cccc(C)c4nc3s2)CC1	-3
95	NC(=O)c1nn(-c2ccccc2)nc1N	-1
96	CN1C(C)(C)CCCC1(C)C	3
97	CCC(Cc1ccccc1)NS(=O)(=O)c1ccc2c(c1)CCN2C(=O)C1CCC1 (centres undefined)	-3
98	Cc1ccc(C(=O)OCC(=O)NCc2ccc3c(c2)OCO3)s1	1
99	COc1cccc(/C(O)=C2/C(=O)C(=O)N(c3cc(C)on3)C2c2cccs2)c1 (centres undefined)	-12
100	CC(=O)Oc1ccccc1C(=O)Oc1ccc2c(c1)c(C(C)=O)c(C)n2-c1ccccc1C	2
101	C=C(C)COc1ccc(-c2[nH]ncc2-c2ccc(OC)c(OC)c2)c(O)c1	-2
102	COc1cc(C2C3=C(CC(C)(C)CC3=O)NC3=C2C(=O)CC(C)(C)C3)ccc1OCc1ccccc1Cl	-1
103	O=C(Nc1ccc2c(c1)C(=O)c1ccccc1C2=O)c1ccccc1Cl	-36
104	Cc1ccc(C2CC(C(F)(F)F)n3nc(C(=O)N4CCC(C)CC4)cc3N2)cc1 (centres undefined)	-1
105	c1ccc(CNc2nc3ccccc3n2CCN2CCOCC2)nc1	-6

Arranged by value in 14-3-3 PPI (lowest first): 7 from the list above
| # | SMILES | 14-3-3 PPI |
| --- | --- | --- |
| 92 | CCOC(=O)N1CCC(c2nc3ccccc3[nH]2)CC1 | -27 |
| 99 | COc1cccc(/C(O)=C2/C(=O)C(=O)N(c3cc(C)on3)C2c2cccs2)c1 (centres undefined) | -12 |
| 105 | c1ccc(CNc2nc3ccccc3n2CCN2CCOCC2)nc1 | -6 |
| 95 | NC(=O)c1nn(-c2ccccc2)nc1N | -1 |
| 98 | Cc1ccc(C(=O)OCC(=O)NCc2ccc3c(c2)OCO3)s1 | 1 |
| 100 | CC(=O)Oc1ccccc1C(=O)Oc1ccc2c(c1)c(C(C)=O)c(C)n2-c1ccccc1C | 2 |
| 96 | CN1C(C)(C)CCCC1(C)C | 3 |

Further structures:
entry	SMILES	14-3-3 PPI
106	COc1ccc(C2NC(=S)NC3=C2N2CCC3CC2)cc1 (centres undefined)	0
107	COc1cc2c(cc1NC(=O)COC(=O)C1CC(=O)N(Cc3ccco3)C1)oc1ccccc12 (centres undefined)	-9
108	Cc1ccc2cc(CN(C(=O)c3ccco3)c3ccccc3C)c(=O)[nH]c2c1	-15
109	CCOc1cc(C2Nc3ccccc3C(=O)N2c2ccc(C)cc2)ccc1O (centres undefined)	-8
110	CCOC(=O)c1sc(NC(=S)n2cc(C)cn2)c(C(=O)OCC)c1C	-10
111	O=C1CCC(C(=O)Nc2cccc(C(F)(F)F)c2)N1 (centres undefined)	-4
112	CCOC(=O)CNC(=O)C1=C(C(=O)O)CCCC1	4
113	CC(=O)Nc1ccc2c(c1)nc(CCN1CCN(C)CC1)n2C	-6
114	COC(=O)c1ccccc1NS(=O)(=O)c1cc(Br)cc2c1N(C(=O)C1CC1)CC2	-11
115	CCCC(C(=O)NC1CCCCC1)N(Cc1ccco1)C(=O)CNS(=O)(=O)c1ccccc1 (centres undefined)	-8
116	O=C(Nc1cccc(Cl)c1)C(Cc1ccccc1)NS(=O)(=O)c1ccc(Br)s1 (centres undefined)	3
117	CC(C)(C)c1ccccc1OCC(=O)Nc1cccc2ccccc12	-1
118	Cc1ccc(N2CC(C(=O)OCC(=O)C(C)(C)C)CC2=O)cc1C (centres undefined)	-2
119	COC(=O)c1ccc(Oc2nc(N3CCOCC3)nc(N3CCOCC3)n2)cc1	-3
120	O=C(Oc1ccc(Br)cc1)c1ccc(N2C(=O)C3CCCCC3C2=O)cc1 (centres undefined)	-7
121	CC(C)NS(=O)(=O)c1ccc(OCC(=O)Nc2ccccc2F)cc1	-5
122	CC1CCN(c2ncccc2C(=O)O)CC1	-5
123	COc1cc(C2CC(C(F)(F)F)n3ncc(C(=O)Nc4cc(Oc5ccc(F)cc5)cc([N+](=O)[O-])c4)c3N2)cc(OC)c1OC (centres undefined)	-13
124	O=C(c1cccn2c(=O)c3sccc3nc12)N1CCN(c2ccccc2)CC1	3
125	COc1cccc2c1OC1(C)CC2N(C(=O)c2ccc(Br)o2)C(=S)N1c1ccccc1 (centres undefined)	-132
126	Cc1c(CC(C)(C)C(=O)O)n(Cc2ccc(Cl)cc2)c2ccc(F)cc12	3
127	CCCSc1nc2c([nH]c3ccccc32)c(=O)n1-c1ccccc1	-1

Reformatted as labelled records: part of the list above.
#122 CC1CCN(c2ncccc2C(=O)O)CC1
  14-3-3 PPI = -5
#123 COc1cc(C2CC(C(F)(F)F)n3ncc(C(=O)Nc4cc(Oc5ccc(F)cc5)cc([N+](=O)[O-])c4)c3N2)cc(OC)c1OC (centres undefined)
  14-3-3 PPI = -13
